NCI-60 one-dose screen, 48 h, at 10 µM unless noted. Numbers give growth in % (100 = growth as untreated, 0 = no growth, -100 = all killed).
TK-10: TK-10 renal cancer cells | 81,000 tested, 3.9% active
DU-145: DU-145 prostate cancer. 81,000 tested, 4.2% active. AID 1794760
ACHN: ACHN renal cancer; AID 1794771; 81,000 tested, 4.9% active
CAKI-1: CAKI-1 renal cancer; 75,000 tested, 4.7% active; AID 1794772
UO-31: UO-31 renal cancer | 81,000 tested, 5.2% active
A498: A498 renal cancer cells | 76,000 tested, 5.4% active
786-0: 786-0 renal cancer cells | 81,000 tested, 5.1% active | AID 1794775
SN12C: SN12C renal cancer cells; AID 1794767; 81,000 tested, 3.8% active
RXF 393: RXF 393 renal cancer cells | 77,000 tested, 6.9% active
* = called active by the depositor; . = no result given; & = joins results of further samples. Rule for the calls: active = growth percent below 10; inactive = the rest.

SMILES	TK-10	DU-145	ACHN	CAKI-1	UO-31	A498	786-0	SN12C	RXF 393
CC(C)=CCC[C@](C)(O)[C@H]1CC[C@]2(C)[C@@H]1CC[C@@H]1[C@@]3(C)C/C(=C/c4ccc(C(F)(F)F)cc4C(F)(F)F)C(=O)C(C)(C)[C@@H]3CC[C@]12C	105	104	100	72	83	93	102	89	105
O=C1CC=C2C3CC4N(CCC45c4ccccc4N1C25)C/C3=C\CBr (stereo not given)	111	110	99	101	81	110	105	98	94
O=C(O[C@H](Cc1ccc2ccccc2c1)C(=O)O)C1c2ccccc2-c2ccccc21	97	107	105	96	99	100	94	110	98
COc1ccc(CNc2ccc3nc(NC(=O)CN4CCCCC4)sc3c2)cc1	105	99	90	88	78	104	105	86	103
CCN(CC)S(=O)(=O)c1cc(C(=O)Nc2sc3c(c2C(N)=O)CCC3)ccc1C	116	114	95	78	89	105	88	102	114
CCN1CCN(C(=O)[C@]23CCC(C)(C)C[C@H]2C2=CC[C@@H]4[C@@]5(C)Cc6c([nH]c7ccccc67)C(C)(C)[C@@H]5CC[C@@]4(C)[C@]2(C)CC3)CC1	119	83	85	65	76	97	94	82	76
Cc1ccc2c(N)c(C(=O)c3ccc(Cl)cc3)sc2n1	88	68	76	99	78	72	93	92	90
CCCCCCCCCCCCOCCNCC(=O)Nc1ccc(S(=O)(=O)c2ccc(NC(=O)CNCCOCCCCCCCCCCCC)cc2)cc1	93	106	107	.	91	94	96	100	103
N#Cc1c(N)n2c(nc1=Nc1ccc(Cl)cc1)sc1cc(Cl)ccc12	108	98	91	75	61	91	51	88	65
COc1cccc(C(=O)CC(c2ccccc2)C(C)(C)[N+](=O)[O-])c1 (stereo not given)	108	107	97	90	81	71	102	101	104

Overlap with the part before: two entries, then new ones.
SMILES	TK-10	DU-145	ACHN	CAKI-1	UO-31	A498	786-0	SN12C	RXF 393
N#Cc1c(N)n2c(nc1=Nc1ccc(Cl)cc1)sc1cc(Cl)ccc12	108	98	91	75	61	91	51	88	65
COc1cccc(C(=O)CC(c2ccccc2)C(C)(C)[N+](=O)[O-])c1 (stereo not given)	108	107	97	90	81	71	102	101	104
COc1cccc(-c2nc3occn3c2-c2ccnc(NCCNS(=O)(=O)c3cccc(F)c3)n2)c1	132	101	87	84	70	.	99	94	98
CCCSc1nnc(-c2sc3nc4ccccc4n3c2C)o1	124	103	104	104	82	110	82	105	87
COc1c(F)ccc(C(=O)Nc2ccc3nc(NC(=O)C4CCCN(S(=O)(=O)c5ccc(Br)c(F)c5)C4)sc3c2)c1F (stereo not given)	122	102	81	73	72	112	53	88	-1.1*
Cc1ccc2nc3c(n2c1)C(=O)C(=O)c1ccccc1-3	-62*	-89*	-77*	-83*	.	-96*	-81*	-72*	-91*
CC1=C(I)[C@@]2(CCCO)c3cc4c(cc3C[C@@]2(C)[C@@H]1C)OCO4	101	96	108	90	82	112	91	93	110
CCCCCCCC(=O)SCC/C=C/[C@@H]1CC(=O)NCc2nc(co2)C2=N[C@@](C)(CS2)C(=O)N[C@@H](C(C)C)C(=O)N1	70	83	90	91	79	.	105	96	.
COc1ccc(C(=O)O)cc1[N+](=O)[O-]	125	115	101	95	74	110	95	103	95
COc1ccc(S(=O)(=O)NCCCNc2nccc(-c3cn(C(C)(C)C)nc3-c3ccc(Cl)c(OC)c3)n2)cc1	60	72	85	25	44	59	80	57	-0.7*
COc1cc(N=Nc2ccc(C(=O)N(C)C)cc2)c(C)cc1N=Nc1c(O)c2ccccc2[nH]c1=O	124	106	92	.	79	.	107	94	105
O=C(/C=C/c1cccc(OCc2ccccc2)c1)c1nc2ccccc2[nH]1	63	56	62	66	33	91	-61*	59	20
CN(C)c1ccc(N=Nc2ccc3ncccc3c2)cc1	108	102	97	95	77	85	102	89	134
Fc1ccc2[nH]cc(-c3nc(-c4ccc5ccccc5c4)cs3)c2c1	100	108	83	89	68	95	104	96	102
Nc1nc2ccc(-c3nc4ccc5[nH]ncc5c4c4c3CCCC4)cc2s1	96	111	111	100	86	109	108	99	109
O=c1ccc(=O)n(-c2nc(-c3ccc(Br)cc3)cs2)[nH]1	120	88	84	81	56	103	92	81	82
C/C(=C(/C)C1CC1CCNS(=O)(=O)c1ccc(C)cc1)c1ccc(C)cc1 (stereo not given)	108	99	92	69	76	87	91	99	98
O=c1cc(C(F)(F)F)[nH]c(=S)[nH]1	98	109	108	88	87	139	104	95	104
COc1cc(-c2nnc(-c3cc4ccc(OCc5ccccc5)cc4nc3OC)o2)cc(OC)c1OC	104	111	96	83	73	102	89	96	91
COc1ccc(-c2nc3c(nc(C)c4ccc(=O)[nH]c43)o2)cc1	126	97	88	84	65	76	93	92	90
C=C(Cl)COC(=S)S	110	108	99	.	80	128	98	107	114
CCCCCCCC(C)NCCCO (stereo not given)	111	110	102	91	92	100	109	105	108
O=c1cc(-c2ccc(Cl)cc2)[nH]n1-c1nc2ccccc2s1	114	112	98	89	72	117	111	101	119
ClC1C(Cl)C2CC1C1CC3OC3C21 (stereo not given)	96	109	94	102	94	114	100	90	99
C=CCc1ccc(OCCOCCCl)c(OC)c1	101	100	101	91	87	91	106	96	104
Cc1ccc(-n2nnc3c(N)c(C#N)c(N)nc32)cc1	111	100	97	90	72	107	104	99	102
COc1ccc(/C=C/c2ccc(Cl)cc2)cc1	103	101	102	95	90	86	.	94	105
COC(=O)c1[nH]c(C)c(C(=O)OC)c1C	101	110	97	98	88	106	92	98	120
COc1cc(-c2noc(C[C@@H](NC(=O)OCc3ccccc3)C(C)C)n2)cc(OC)c1OC	96	108	102	100	90	.	101	90	102
c1ccc2c(OCCCn3ccnc3)c3oc4ccccc4c3nc2c1	.	82	43	64	47	27	72	61	64
O=C(O)C=C1c2ccccc2-c2ccccc21	112	110	122	100	93	107	103	100	103
O=C(/C=C/c1ccc(O)cc1)OCCCc1ccc(O)cc1	97	98	90	87	69	127	113	.	106

A draw from above in order of count of non-hydrogen atoms, ascending:
SMILES	TK-10	DU-145	ACHN	CAKI-1	UO-31	A498	786-0	SN12C	RXF 393
C=C(Cl)COC(=S)S	110	108	99	.	80	128	98	107	114
CCCCCCCC(C)NCCCO (stereo not given)	111	110	102	91	92	100	109	105	108
COC(=O)c1[nH]c(C)c(C(=O)OC)c1C	101	110	97	98	88	106	92	98	120
Cc1ccc2c(N)c(C(=O)c3ccc(Cl)cc3)sc2n1	88	68	76	99	78	72	93	92	90
CCCSc1nnc(-c2sc3nc4ccccc4n3c2C)o1	124	103	104	104	82	110	82	105	87
COc1ccc(-c2nc3c(nc(C)c4ccc(=O)[nH]c43)o2)cc1	126	97	88	84	65	76	93	92	90
Fc1ccc2[nH]cc(-c3nc(-c4ccc5ccccc5c4)cs3)c2c1	100	108	83	89	68	95	104	96	102

Further compounds
SMILES	TK-10	DU-145	ACHN	CAKI-1	UO-31	A498	786-0	SN12C	RXF 393
O=c1oc2ccccc2cc1-c1csc(N=Nc2c(O)[nH]c3ccc(Br)cc23)n1	87&111	94&109	49&98	84&93	83&86	54	12&103	85&99	115
Cc1cccc(-c2nnc(SCC(=O)Nc3ncc(Cc4ccccc4)s3)n2N2C(=O)CSC2=S)c1	47	43	44	23	72	65	30	19	55
Cc1nc2ccccc2c(=O)n1Cc1nncs1	.	105	92	98	83	111	100	104	100
Cc1cc(NC(=O)C2c3ccccc3C(=O)N(CC(C)C)C2c2cccs2)no1 (stereo not given)	-5.7*	-9.6*	0.3*	-40*	-90*	113	-33*	-31*	-88*
COc1ccc(/C=C/C(=O)c2cc3c(N)c(C(=O)Nc4ccccc4Cl)sc3nc2C)cc1	20	46	10	32	-10*	31	-20*	54	-3.5*
Cc1cccc(NC(=O)c2sc3nc4c(cc3c2N)CCC4)c1C	35	11	48	31	43	8.6*	43	41	-4.8*
CCSc1nnc2c3cc(Br)ccc3n(C)c2n1	.	119	91	81	63	92	102	102	116
O=C1C2=C(CCN(Cc3ccccc3)C2)N2CCN=C2N1Cc1ccc(C(F)(F)F)cc1	38	33	31	29	25	0.0*	49	23	54
CCC(C)Nc1nc2c(c(=O)n(C)c(=O)n2C)n1C (stereo not given)	108	114	112	96	92	98	102	98	99
COC(=O)/C=C/N1CCOCC1	83	108	103	103	90	82	108	106	105
COc1ccc(C(=O)Cn2c(C(=O)c3ccc(Cl)cc3)nc3ccccc32)cc1	100	98	65	64	55	78	65	65	14
COC(=O)/C=C1\S/C(=N\NC(=O)c2cc3ccc2/C=C\c2ccc(cc2)/C=C\3)N(Cc2ccccc2)C1=O	95	83	46	66	45	.	50	61	16
NS(=O)(=O)c1ccc(Nc2nc(N/N=C/c3ccc(N4CCOCC4)cc3)nc(Nc3ccccc3)n2)cc1	125	81	91	75	82	94	86	76	56
O=C(Nc1ccc(NC(=O)c2cc(=O)[nH]c3ccccc23)cc1)Nc1cccc(C(F)(F)F)c1	134	76	95	71	71	100	99	54	108
Cc1c2ccccc2[n+](C)c2ccccc12	106	81	71	81	69	90	86	56	100
O=c1oc2ccc(F)cc2c(=O)n1-c1ccc(Cl)cc1F	5.9*	17	1.6*	-22*	1.4*	-51*	1.8*	1.6*	-2.8*
Cc1c(C(=O)/C=C/Oc2ccc(S(N)(=O)=O)cc2)sc2nc3ccccc3n12	111	112	108	102	93	81	104	108	130
Cc1nn(-c2ccccc2)c(N2CCOCC2)c1C1CC(c2ccccc2)=NN1C=O (stereo not given)	.	108	102	.	83	93	92	98	103
N#Cc1c(Nc2ccccc2)nn2c(-c3ccc(Br)cc3)c(-c3nc4ccccc4s3)c(N)nc12	137	97	98	90	83	.	101	96	101
O=C(CS(=O)(=O)c1ccc(F)cc1)Nc1ccccc1C(=O)O	104	109	107	96	87	107	104	103	110
COC(=O)C1CCCCC1C(=O)OC (stereo not given)	104	104	109	90	97	105	100	106	119
Cc1ccc(-c2nn(-c3ccccc3)cc2C2SCC(=O)N2c2ccccc2)cc1 (stereo not given)	106	118	98	95	88	113	103	105	122
Cc1ccc2c(=O)cc(C(=O)Nc3sc4c(c3C(=O)NCc3cccnc3)CCCC4)oc2c1C	116	103	97	91	78	89	108	95	116
CC(C)(c1ccc(O)cc1)c1ccc(O)cc1	93	111	105	98	95	51	103	97	102
O=C1NC(=S)S/C1=C\c1ccc(Cl)cc1Cl	97	99	105	81	77	65	78	79	103
Nc1nc(N)c2[nH]cnc2n1	121	73	89	85	87	109	92	102	.
[2H]C([2H])([2H])Oc1cc(F)ccc1/C=C/C(=O)/C=C(/C=C/c1ccc(F)cc1OC([2H])([2H])[2H])OB(F)F	44	30	15	18	49	89	44	43	1.1*
Cc1cc(=O)n2[nH]c(-c3ccco3)cc2n1	104	106	112	87	.	102	101	98	115
COc1ccc(/C=C(/c2ccccc2)[N+](=O)[O-])cc1	-83*	-85*	-97*	-88*	-100*	10	-93*	-38*	.
CCCCOc1ccc(NC(=O)n2ncc3ccccc32)cc1	99	105	90	90	65	156	105	90	125
SCc1cc2c(cc1Br)OCO2	102	108	105	99	96	93	100	99	117
NS(=O)(=O)c1ccc(CCN2C(=O)/C(=C\c3ccc(Cl)cc3)C=C2c2ccc3ccccc3c2)cc1	96	108	90	82	78	.	93	94	.
Nc1[nH]nc(Nc2cccc(Cl)c2Cl)c1C(=O)c1cccs1	107	106	79	48	52	84	97	80	107
CC(O)CN(CCN(CC(C)O)CC(C)O)CC(C)O (stereo not given)	113&107	117&108	108&104	101&92	80&91	118&103	106&103	105&108	112&123
COc1cc(OC)cc(-n2cc(-c3ccc(Cl)c(Cl)c3)[nH]c2=S)c1	114	104	105	31	90	.	92	89	97
CCN(CC)S(=O)(=O)c1ccc(-c2csc(Nc3ccc(C)c(C)c3)n2)cc1	135	102	99	96	59	87	94	88	98
COC(=O)c1[nH]c(=O)c(C#N)c(C(=O)OC)c1C(=O)/C=C/c1ccccc1	159	95	101	100	.	128	93	93	109
COc1ccc(C(=O)CSc2nc3c(c(Nc4cccc(S(N)(=O)=O)c4)n2)CCC3)cc1	107	99	99	91	88	104	99	103	108
CC/C(=C(\c1ccc(O)cc1)c1ccc(OCCNC)cc1)c1ccccc1	95	84	90	85	63	91	77	74	82
CCCc1ccnc(NS(=O)(=O)c2ccc(N)cc2)n1	93	117	112	103	86	79	90	.	102
Cn1c(=O)c2c(-c3ccccc3F)n(-c3ccc4c(c3)OCO4)cc2n(C)c1=O	115	110	100	90	82	69	102	90	83
CCCCCc1ccc(S(=O)(=O)Nc2ccc3nc(NC(C)=O)sc3c2)cc1	93	80	72	58	53	64	84	78	83
c1ccc(Nc2nc3c(s2)CCc2c[nH]cc2-3)nc1	159	103	92	97	59	81	105	106	104
COc1ccc(Oc2ccc(/C=C/C(=O)c3ccc(OC)c(OC)c3)cc2)cc1	105	77	93	86	71	90	103	87	101
COc1ccc(OC)c(-c2cc(-c3ccccc3)c3c(N)c(C(C)=O)sc3n2)c1	.	90	78	.	61	81	85	98	82
O=S(=O)(O)c1ccc(-c2ccccc2)cc1	100	123	97	110	101	92	108	92	116
Cc1ccc(NC(=O)c2c(Nc3ccccc3)nn3c(Nc4ccccc4)c(-c4nc5ccccc5s4)c(N)nc23)cc1	146	99	93	81	74	.	101	90	101
CC(=O)Nc1ccc(S(=O)(=O)/N=S(\C)c2ccc(C)cc2)cc1 (stereo not given)	105	107	106	95	71	88	100	103	115
CCCCCCCC/C=C/CCCCCCCC1=NC(C)(C)CN1C(C)(C)CO	62	.	22	42	44	89	60	49	13
CSc1nc2ccccc2s1	125	114	106	104	85	110	104	109	120
NC(=O)N(CCO)CCO	99	108	106	100	86	91	102	103	103
